HIF-2a block = HIF-2a reporter inhibitors, primary screen, luminescence, 786-0 RCC cells | inhibition, % at 18.8 µM | actives 0.72% (n = 360,000) | 786-0 RCC cells HIF-2a reporter, luciferase luminescence, overnight;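 active means inhibition of the luminescence signal of 40% or more relative to plate controls, in a single-dose primary screen at 18.75 µM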
CF NFkB block = inhibitors of PAF-induced NF-kB signaling, primary screen, cell-based, GFP fluorescence, uHTS; KKLEB NF-kB-GFP reporter, GFP fluorescence overnight; inhibition, % at 5 µM; actives 0.86% (n = 360,000);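 active means at least 50% inhibition at 5 µM, scaled per plate between neutral and stimulator controls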;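 further: PAF is a Pseudomonas aeruginosa culture filtrate used as stimulus; plate controls were PAF-stimulated DMSO wells for no effect and unstimulated DMSO wells for full effect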
NR2E3 ag-1 = inhibitors of NR2E3-RetCOR corepressor binding, primary screen, NR2E3 agonist project, biochemical, TR-FRET, GST-NR2E3, biotin-RetCOR | 1536-well | inhibition of corepressor binding, % at 4.78 µM | actives 0.12% (n = 320,000) | AID 2300, 2010;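 active means percent inhibition above the cutoff of mean plus 3 SD of all tested compounds, set per screening campaign, cut at about 20% in these data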;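 further: 0% = DMSO wells and 100% = biotin wells as full block of FRET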
Target sequence (Q9Y5X4 whole entry, looked up): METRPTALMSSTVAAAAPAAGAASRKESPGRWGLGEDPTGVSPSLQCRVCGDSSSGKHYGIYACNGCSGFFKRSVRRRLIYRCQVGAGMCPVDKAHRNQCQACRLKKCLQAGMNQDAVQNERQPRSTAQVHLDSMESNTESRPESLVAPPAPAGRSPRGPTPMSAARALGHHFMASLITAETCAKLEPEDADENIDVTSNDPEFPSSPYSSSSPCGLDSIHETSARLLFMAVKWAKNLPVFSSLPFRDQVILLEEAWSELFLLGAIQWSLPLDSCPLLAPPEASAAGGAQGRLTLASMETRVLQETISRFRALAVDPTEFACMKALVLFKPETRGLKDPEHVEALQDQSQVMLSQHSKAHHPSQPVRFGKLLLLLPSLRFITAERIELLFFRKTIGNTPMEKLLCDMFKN
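system = GST-tagged NR2E3 plus biotinylated RetCOR corepressor | input = 1.35 nM GST-NR2E3 | also added = 7 nM biotin-RetCOR | schedule = 5 h incubation at 4 °C | measured by = TR-FRET with europium anti-GST and streptavidin-D2, 340 nm excitation | read-out = percent loss of FRET ratio relative to control wells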
Peg3 prom inh = Peg3 promoter-driven luciferase inhibitors, primary screen, cell-based, HeLa, luciferase luminescence | inhibition, % at 20 µM | AID 588405, 2011 | actives 1.7% (n = 360,000) | HeLa PEG-Prom luciferase reporter, overnight;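 active means inhibition of at least 50% at 20 µM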
NR2E3 ag-2 = NR2E3 agonists in two-hybrid cells, primary screen, cell-based, luminescence, CHO-S, Gal4-NCOR/VP16-NR2E3; inhibition of corepressor binding, % at 3.98 µM; actives 0.35% (n = 360,000); AID 602229, 2012; Photoreceptor-specific nuclear receptor (Homo sapiens), Q9Y5X4; luciferase;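 active means inhibition above the mean of all tested compounds plus 3 SD, cut at about 70% in these data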;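 further: 0% = DMSO with NR2E3 transfected cells and 100% = cells lacking NR2E3 construct; higher means lower luciferase signal from less NR2E3 corepressor binding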
CaV13 ICDI inh = Primary screen for inhibitors of IQ motif and Ca2+-dependent inactivation inhibitor domain binding in CACNA1D, Förster resonance energy transfer in living cells, …; HEK cells, CFP/YFP FRET ICDI-IQ, plate reader, 10 min; percent FRET-ratio fall versus neutral wells; inhibition, % at 12.3 µM; actives 0.098% (n = 340,000); AID 743397;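 active means mean replicate inhibition of at least 30% and at least 1% of replicates passing that level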;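 further: 0% = median of the neutral control wells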
KKLEB tox = cytotoxicity in KKLEB CF airway cells, primary screen, cytotoxicity control for CF NF-kB inhibitor project, cell-based, uHTS, fluorescence assay plates; AID 602141, 2011; KKLEB CF airway cells viability, ATPlite luminescence, overnight; stronger effect = lower value; cells stimulated with P. aeruginosa culture filtrate; activity change (cytotoxicity), % at 5 µM; actives 0.36% (n = 360,000);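 active means corrected activity change at or below -50% at 5 µM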
MITF TRPM1 inh = inhibitors of MITF-dependent TRPM1 promoter reporter, primary screen, cell-based, SK-MEL-5, single point, luciferase; SK-MEL-5 TRPM1 promoter luciferase, 24 h; inhibition, % at 12.5 µM; actives 0.83% (n = 330,000); AID 488899, 2010;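 active means mean inhibition across replicates of 60% or more, whatever share of single replicates reaches that level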; further: values of inactives mirror those of a sister screen read the other way
Vif inh = HIV Vif self-association inhibitors, primary screen, imaging, HEK293T, single point | HEK293T cells, Vif self-association by quenched fluorescence, 24 h | inhibition, % at 7.49 µM | actives 0.35% (n = 340,000); in the data active means inhibition above about 50%, passing the limit was not always enough; further: some results filed as inactive read as strong as hits
PDI inh = inhibitors of human PDI, primary screen, biochemical, turbidity, single point, plate reader; Protein disulfide-isomerase (Homo sapiens), P07237; PDI insulin aggregation turbidity, A650, 90 min; inhibition, % at 10 µM; actives 0.052% (n = 350,000);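 active means mean inhibition across replicates of 30% or more, whatever share of single replicates reach that level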;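 further: absorbance from insulin aggregation driven by PDI reduction with DTT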
Target sequence (P07237 whole entry, looked up): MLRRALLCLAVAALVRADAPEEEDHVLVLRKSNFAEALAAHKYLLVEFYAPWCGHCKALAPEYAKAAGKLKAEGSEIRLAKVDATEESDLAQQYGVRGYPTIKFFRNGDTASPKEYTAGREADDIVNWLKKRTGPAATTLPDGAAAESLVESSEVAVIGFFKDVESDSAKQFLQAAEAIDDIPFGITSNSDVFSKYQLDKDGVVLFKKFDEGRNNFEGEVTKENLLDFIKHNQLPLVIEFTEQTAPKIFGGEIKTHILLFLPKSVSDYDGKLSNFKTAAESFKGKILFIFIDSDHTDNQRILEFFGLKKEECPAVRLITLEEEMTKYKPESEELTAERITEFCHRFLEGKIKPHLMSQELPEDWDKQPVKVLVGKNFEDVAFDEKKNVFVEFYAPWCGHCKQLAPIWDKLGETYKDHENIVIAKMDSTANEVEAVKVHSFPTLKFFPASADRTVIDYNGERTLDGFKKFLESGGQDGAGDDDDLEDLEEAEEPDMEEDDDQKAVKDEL
Shn3 3UTR inh = reduction of Shn3 3'UTR firefly luciferase signal, primary screen, Schnurri-3 inhibitor project, cell-based, Clone20 osteoblasts, set 2; inhibition, % at 12.5 µM; Clone20 osteoblast Shn3 3'UTR firefly luciferase, 24 h; actives 0.52% (n = 360,000);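 active means mean inhibition of at least 75% with every replicate also reaching 75%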;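 further: 0% = median of neutral control wells and 100% = pilot-screen positive control compound; some compounds past the cut are filed as inactive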
* marks the source's active call; other numbers are inactive results; nt = no result given.

Start of the listing, in advance (four entries):
SMILES	HIF-2a block	CF NFkB block	NR2E3 ag-1	Peg3 prom inh	NR2E3 ag-2	CaV13 ICDI inh	KKLEB tox	MITF TRPM1 inh	Vif inh	PDI inh	Shn3 3UTR inh
COc1ccc2c(c1)-c1c(sn(-c3ccc(OC)c(OC)c3)c1=S)C(C)(C)N2	38	-4	0	27	15	nt	8	11	nt	-1	14
Cn1c(=O)[nH]c(=O)c2c1nc(N1CCOCC1)n2CCc1ccccc1	19	-9	3	17	-15	-6	0	11	-2	4	43
O=S1(=O)CC(N2CCCC2)CN1Cc1ccccc1 (configuration not stated)	11	1	nt	1	-9	-12	-2	nt	0	nt	7
N#Cc1ccc(OCC(O)CN2CCN(c3ncc(C(F)(F)F)cc3Cl)CC2)cc1 (configuration not stated)	1	9	0	15	21	-4	-5	3	-9	-2	16

The list itself (from the top)
SMILES	HIF-2a block	CF NFkB block	NR2E3 ag-1	Peg3 prom inh	NR2E3 ag-2	CaV13 ICDI inh	KKLEB tox	MITF TRPM1 inh	Vif inh	PDI inh	Shn3 3UTR inh
COc1ccc2c(c1)-c1c(sn(-c3ccc(OC)c(OC)c3)c1=S)C(C)(C)N2	38	-4	0	27	15	nt	8	11	nt	-1	14
Cn1c(=O)[nH]c(=O)c2c1nc(N1CCOCC1)n2CCc1ccccc1	19	-9	3	17	-15	-6	0	11	-2	4	43
O=S1(=O)CC(N2CCCC2)CN1Cc1ccccc1 (configuration not stated)	11	1	nt	1	-9	-12	-2	nt	0	nt	7
N#Cc1ccc(OCC(O)CN2CCN(c3ncc(C(F)(F)F)cc3Cl)CC2)cc1 (configuration not stated)	1	9	0	15	21	-4	-5	3	-9	-2	16
Cc1cc(Cl)ccc1OCC(=O)NC(=S)Nc1ccccc1N1CCOCC1	13	32	2	9	10	-16	-31	-1	-4	-13	17
COc1ccc(NC(=O)CSc2nnc(Cn3c(=O)sc4ccccc43)n2C)cc1	15	-12	-3	-5	0	-12	14	-2	14	nt	-3
CCN1CCN(C(=O)C2CCN(S(=O)(=O)c3ccc4c(c3)NC(=O)C(C)S4)CC2)CC1 (configuration not stated)	-9	5	0	-10	5	-4	1	6	-1	2	-5
COc1ccccc1-n1c(=S)[nH]c2c(sc(=S)n2-c2ccccc2)c1=O	14	12	-3	21	-9	-6	6	-4	3	1	-2
CNc1cncc(-c2cccnc2)n1	5	11	nt	-9	-37	-6	-8	nt	-8	2	10
C[C@H](CO)N1C[C@H](C)[C@@H](CN(C)C(=O)Nc2ccc(C(F)(F)F)cc2)Oc2c(NC(=O)Nc3ccc(C(F)(F)F)cc3)cccc2C1=O	8	5	nt	56*	6	-5	-20	-6	31	0	17
CC(C)(C)OC(=O)NCCC(=O)N/N=C/c1ccc2nccnc2c1	17	5	-2	-5	-17	-5	3	5	3	1	15
Cc1nn(-c2ccccc2)c2c1C(c1cccc([N+](=O)[O-])c1)N(c1ccccc1)C(=O)N2 (configuration not stated)	17	9	1	26	-10	-2	-8	9	-10	8	2
CCc1c(C)nc(N)n2c(SCC(=O)Nc3ccccc3OC)nnc12	10	-8	-1	0	-15	-7	11	-1	nt	-5	15
C[C@H](O)[C@@H]1C(=O)N2CCc3c([nH]c4ccccc34)[C@@H]2C[C@@H]1N(C)C(=O)Nc1ccccc1	-39	15	nt	-48	7	-7	-18	nt	-1	-3	-9
CC(=O)N1CCN(S(=O)(=O)c2cccc(C(=O)NNC(=O)c3ccc(Br)cc3)c2)CC1	13	-15	nt	-5	-4	-14	8	7	-2	-1	-18
Cn1cccc1C(=O)OCc1cc(Cl)cc2c1OCOC2	-231	-18	-2	-251	-82	-4	1	-118	-5	-1	-133
O=C(c1cc(O)c(O)c([N+](=O)[O-])c1)c1ccccc1F	16	7	3	3	-19	-5	18	6	-1	-9	4
C=CCN1CC(C)/C(=N\O)CC1C (configuration not stated)	10	0	3	18	-42	2	7	4	-1	2	-27
CCOc1ncccc1C(=O)N1CCN(S(=O)(=O)c2ccc3ccccc3c2)CC1	6	7	1	14	-5	-15	2	-9	-10	2	-14
COc1ccc(C(=O)CSc2nc3nn(-c4ccccc4)c(=O)c-3c3n2CCCCC3)c(OC)c1	8	-15	nt	1	-3	-17	-12	nt	0	10	8
CC[N+](CC)(CCCCS(=O)(=O)[O-])CCNP1(=O)C=C(c2ccccc2)OC(c2ccccc2)=C1	14	6	4	8	-13	-5	6	2	-1	0	0
CCN(C(=O)COC(=O)c1ccccc1NCc1ccco1)c1c(N)n(Cc2ccccc2)c(=O)[nH]c1=O	11	-20	nt	7	-34	-5	-15	11	-3	-1	-2
CC(C)[C@@H]1CC[C@@H](C)C[C@H]1O	2	-7	nt	6	-14	-5	-5	nt	-1	5	7
CCc1ccc(NC(=O)C2CCN(S(=O)(=O)c3cccs3)CC2)cc1	-13	-3	4	11	1	-3	-7	0	1	7	15
COCCCNC(=O)c1ccc2c(=O)n(Cc3ccccc3OC)c(=S)[nH]c2c1	2	7	-1	4	-17	-20	6	-9	2	-7	11
COc1ccccc1/C=C/C=N/NC(=O)c1ccncc1	-2	-14	-2	-12	-25	-4	-8	0	1	-14	12
CC(=O)N(c1ccccc1)c1nc(/C=C/C(=O)O)cs1	2	7	-1	15	-5	-2	-6	-20	18	-2	24
CCOc1ccc(NC(=O)CSC2=NN3CCCC(=O)N=C3S2)cc1	-14	1	1	-7	-20	-5	-4	-9	0	-6	-6
COc1ccc(C2C(C(=O)c3ccc(C)o3)=C(O)C(=O)N2CC2CCCO2)cc1OC (configuration not stated)	9	12	2	13	-16	nt	-10	0	1	3	-39
Oc1cccc2c(NC(=S)Nc3ccc(SC(F)F)cc3)cccc12	-41	-9	-7	-155	-46	-3	-20	43	-11	23	-20
COc1ccc(CCNC(=O)c2cccc3ccccc23)cc1OC	11	10	3	-3	1	-1	2	-6	0	-4	9
Cc1ccc(NC(=O)CSCC(=O)OC(C)C(=O)Nc2ccccc2C)cc1 (configuration not stated)	-20	-19	nt	-21	11	-4	-2	-7	nt	-1	-3
Cc1cc(C)nc(SCc2ccc(C(=O)N/N=C/c3ccc(C(=O)O)cc3)cc2)n1	20	-1	-6	-19	6	-2	-4	-1	-4	-3	-1
COc1ccc(Nc2cc(C)nc3ncnn23)cc1Cl	28	7	-5	8	-13	-20	-2	7	6	-40	9
CC(NS(=O)(=O)c1ccc([N+](=O)[O-])cc1)C(=O)NN (configuration not stated)	5	7	1	9	-3	-4	-1	2	37	1	-17
Cc1cc(NS(=O)(=O)c2ccc(NC(=O)Cc3cccs3)cc2)no1	-9	5	4	-2	9	-7	9	-3	-3	3	6
COc1ccc(C(=O)C2CCCN(C(=O)c3cccnc3OC)C2)cc1F (configuration not stated)	-5	14	2	14	-32	-7	6	-4	-7	-3	-11
CCOc1cc(/C=N/NC(=O)CN2CCCCC2)ccc1O	15	-14	-1	13	-14	-19	-1	6	-7	3	23
Cc1sc2ncnc(N3CCC(C(=O)Nc4nnc(CC(C)C)s4)CC3)c2c1C	-6	21	-5	-4	-31	-5	-2	5	-1	-1	3
CC(C)C(=O)NCCc1nc(-c2ccc(Cl)cc2)no1	-231	-21	-1	-184	-15	-10	32	-32	4	-1	-38
CCCCn1c(-c2csc3ccccc23)n[nH]c1=S	-1	10	3	-11	-22	-2	3	-4	-1	7	-27
COc1ccc([C@@H]2CC(=O)c3c(O)cc(O[C@@H]4O[C@H](CO[C@@H]5O[C@@H](C)[C@H](O)[C@@H](O)[C@H]5O)[C@@H](O)[C@H](O)[C@H]4O)cc3O2)cc1O	-5	6	-3	-13	6	-5	-7	-1	18	-4	-1
O=C(Nc1nnc(COc2ccccc2F)s1)Nc1ccccc1F	-12	14	-1	9	-3	-19	-17	-5	7	2	3
CS(=O)(=O)N1CCc2cc(NC(=O)c3ccc(Cl)cc3Cl)ccc21	-62	2	3	-51	-8	-4	4	-13	-2	0	-2
O=C(COC(=O)C1CC(=O)N(Cc2ccccc2)C1)Nc1cccc([N+](=O)[O-])c1 (configuration not stated)	2	-14	nt	-6	-12	-6	12	8	-3	5	8
Cc1noc(C)c1C(=O)NCc1ccco1	14	-14	5	11	-21	-9	13	7	13	3	-6
O=C(CCl)NCCN1C(=O)S/C(=C\c2cccnc2)C1=O	14	-49	1	-3	8	-3	4	-1	8	3	8
O=C(CN1CCCCCC1)NC(c1ccccc1)c1ccccc1	13	-13	2	2	21	-5	5	5	6	-6	-5
Cc1ccc(C)c(S(=O)(=O)N2CCCN(C)CC2)c1	13	7	-4	15	-2	-5	0	2	11	4	-7
COc1cc(/C=N/Nc2ccc(C(F)(F)F)cn2)ccc1O	-185	7	2	-131	-51	-4	-4	-13	-5	10	-31
COc1ccc(NC(=O)c2cc(C3CCCCN3C(=O)OCCF)on2)c(C)c1 (configuration not stated)	11	4	nt	12	-10	-5	5	nt	-7	9	16
Cc1cnc(C)c(Nc2nc(C(N)Cc3ccc(Cl)cc3)cs2)n1 (configuration not stated)	20	10	nt	46	-17	-5	-12	nt	2	8	9
Cc1ccc2cccnc2c1NC(=S)NC(=O)c1ccccc1	7	-16	0	16	-8	-4	18	-1	-5	-2	-9
CCN(CC(=O)Nc1c(F)cccc1F)C(=O)CSc1nnc(-c2ccco2)n1CC	1	0	0	7	-2	-3	-4	0	5	3	-15
COCCNC(=O)c1c[nH]c2ccc(S(=O)(=O)Nc3ccccc3F)cc2c1=O	17	0	4	5	-11	-4	3	7	nt	18	-6
COc1ccccc1C(=O)Nc1ccc(S(=O)(=O)Nc2cc(C)nc(C)n2)cc1	4	-15	-2	4	-10	nt	2	-15	-1	3	3
CCN(CC)CCCN1C(=O)c2oc3ccccc3c(=O)c2C1c1cccc(OC)c1OC (configuration not stated)	-3	-2	3	1	0	-7	-4	10	nt	1	-20
COc1ccc([N+](=O)[O-])cc1NC(=O)C(C)OC(=O)C1CCCC1 (configuration not stated)	4	0	0	16	-22	-3	3	-7	-1	-8	6
Cc1cccc2cc3c(N)c(C(=O)N4CCOCC4)sc3nc12	-241	10	-5	-280	-52	-7	-12	-21	5	5	-72

Compound activity from PubChem BioAssay.
